hcDAF-12 act: H. contortus DAF-12 activation, primary screen; HEK293 hcDAF-12 lit1-tk-luc reporter, luminescence; 0% DMSO, 100% Δ7-dafachronic acid; activation, % at 6.8 µM; hit rate 1.4% among 370,000; AID 652067;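 active means activation above the mean of all tested compounds plus 3 SD, cut at about 5.5% in these data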;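 further: 100% = response to 3 µM Δ7-dafachronic acid high control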
SMARCA2 activ: SMARCA2 function activation, primary screen; MG213 cells, MMTV-luciferase reporter, dexamethasone, overnight; activation, % at 9.1 µM; hit rate 1% among 370,000; in the data active means activation above about 7.8%;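 further: 0% = vehicle wells and 100% = reference activator wells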
ADAM17 inh: inhibits human ADAM17 | P78536 | recombinant ADAM17, EDANS/DABCYL FRET peptide cleavage | inhibition, % at 6.95 µM | hit rate 0.83% among 370,000;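 active means inhibition above the mean of compounds lying between control limits plus 3 SD, set per campaign, cut at about 8.5% in these data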;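 further: 0% = DMSO-only wells as the low control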
Target sequence (P78536 215-824 limits assumed): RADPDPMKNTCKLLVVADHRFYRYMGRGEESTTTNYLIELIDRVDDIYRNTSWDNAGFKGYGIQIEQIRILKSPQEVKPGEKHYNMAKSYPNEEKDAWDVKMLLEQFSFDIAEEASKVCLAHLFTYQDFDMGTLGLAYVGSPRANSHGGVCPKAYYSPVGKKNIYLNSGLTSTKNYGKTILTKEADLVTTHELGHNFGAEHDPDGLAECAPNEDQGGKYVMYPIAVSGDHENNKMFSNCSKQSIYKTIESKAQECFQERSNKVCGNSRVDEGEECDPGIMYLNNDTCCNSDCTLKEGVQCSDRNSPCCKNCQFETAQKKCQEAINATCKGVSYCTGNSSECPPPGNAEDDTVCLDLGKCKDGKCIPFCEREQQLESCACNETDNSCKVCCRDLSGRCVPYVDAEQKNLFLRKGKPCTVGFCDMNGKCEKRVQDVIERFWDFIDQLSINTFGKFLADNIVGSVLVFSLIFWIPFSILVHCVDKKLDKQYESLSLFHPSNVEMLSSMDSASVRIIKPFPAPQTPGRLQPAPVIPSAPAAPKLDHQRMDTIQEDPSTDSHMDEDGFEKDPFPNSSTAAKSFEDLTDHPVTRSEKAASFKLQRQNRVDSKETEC
NPR1 activator: GC-A (human) enzyme activation. P16066. HEK293 GC-A cells, cGMP TR-FRET, EC30 ANP; 0% at EC30 ANP, 100% saturating ANP. activation, % at 10 µM. hit rate 0.14% among 370,000. AID 1671463; in the data active means activation above about 40%
GAA850 FXN act: increases GAA850 frataxin promoter reporter activity; HEK293 lucGAA850 FXN promoter luciferase reporter, 24 h; percent of 10 µM SAHA response; activation, % at 6 µM; hit rate 0.56% among 360,000;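 active means activation above the average of all compounds screened plus 3 SD, cutoff fixed separately per campaign, cut at about 7.5% in these data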;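 further: 0% = DMSO wells and 100% = 10 µM SAHA wells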
DAX1 inh-1: inhibits human nuclear receptor DAX1; HEK293 Gal4-DAX1 luciferase reporter, luminescence; AID 504766; inhibition, % at 6.75 µM; P51843; hit rate 0.99% among 340,000;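 active means inhibition above the mean over all tested compounds plus 3 SD, cut at about 4.2% in these data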;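 further: 0% = DAX1-transfected cells with DMSO and 100% = empty-vector control cells with DMSO; inhibition shows as a rise in luminescence from relieved DAX1 repression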
Target sequence (P51843 207-470 limits assumed): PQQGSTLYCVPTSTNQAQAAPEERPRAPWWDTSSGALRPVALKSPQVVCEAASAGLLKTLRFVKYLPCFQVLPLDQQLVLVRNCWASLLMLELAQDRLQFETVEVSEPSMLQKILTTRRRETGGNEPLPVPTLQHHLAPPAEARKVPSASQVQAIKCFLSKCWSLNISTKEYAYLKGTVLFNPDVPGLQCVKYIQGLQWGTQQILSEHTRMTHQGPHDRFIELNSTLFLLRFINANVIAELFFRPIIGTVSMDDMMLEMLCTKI
PG9 Ab binder: small molecules binding HIV-1 gp120 antibody PG9; TR-FRET gp120-PG9 antibody binding; inhibition, % at 6.7 µM; hit rate 0.43% among 360,000; in the data active means inhibition above about 8.5%
hgDAF12 agonist: activates the H. glycines DAF-12 receptor ligand-binding domain. HEK293 GAL4-hgDAF12 UAS-luciferase reporter, agonist luminescence; normalized to butyrate control. activation, % at 6.8 µM. hit rate 1.8% among 370,000. AID 687014;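 active means activation above a cutoff set at the mean of all screened compounds plus 3 SD, cut at about 10% in these data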;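 further: 0% = DMSO wells and 100% = sodium butyrate wells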
ADAM10 inh: inhibits human ADAM10. recombinant ADAM10, EDANS/DABCYL FRET peptide cleavage, 3 h. hit rate 0.62% among 370,000. inhibition, % at 7 µM. AID 720582;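 active means inhibition above a per-campaign cutoff equal to the mean of compounds falling between control-based bounds plus 3 SD, cut at about 20% in these data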;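 further: 0% = DMSO wells while the 100% control is not disclosed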
ssDAF-12 act: activators of S. stercoralis DAF-12 nuclear receptor; HEK293 ssDAF-12/GRIP1 lit1-tk-luc reporter, luminescence; % of 3 µM dafachronic acid response; hit rate 1% among 370,000; activation, % at 6.8 µM;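 active means activation above the mean over all tested compounds plus 3 SD, cut at about 0.9% in these data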;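 further: 0% = DMSO-only wells and 100% = 3 µM delta7-dafachronic acid wells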
DAX1 inh-2: inhibitors of DAX1 repression of SF-1 activated StAR promoter | hit rate 1.1% among 370,000 | HEK293T StAR-luciferase reporter, SF-1/DAX-1 repression relief | inhibition, % at 6.8 µM | AID 652010;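 active means inhibition above the mean over all tested compounds plus 3 SD, cut at about 3.6% in these data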;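 further: 0% = DAX-1 cells with DMSO and 100% = cells lacking DAX-1 with DMSO; higher inhibition means more luminescence from relief of DAX-1 repression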
Numbers without * were called inactive; / = not tested or not shown.

Compound | DAX1 inh-2 | NPR1 activator | PG9 Ab binder | GAA850 FXN act | SMARCA2 activ | hgDAF12 agonist | hcDAF-12 act | ADAM10 inh | DAX1 inh-1 | ADAM17 inh | ssDAF-12 act
CC1(Cc2cccc(F)c2)C(=O)Nc2ccc(-c3cccnc3)cc21 (stereo not given) | -2.0 | -13 | 0.8 | -6.6 | -5 | 2.3 | -2.9 | -9 | / | -4 | -2.0
C[C@@H](O)C1NC(=O)[C@H](CCCCN)NC(=O)c2cc([N+](=O)[O-])cc(I)c2OCC[C@@H](C(N)=O)NC1=O (stereo not given in full) | 0.8 | 0 | 0.4 | 1.9 | -1 | 2.9 | -0.9 | -2 | 3.3 | 0 | -0.9
Cc1cc(C)c2c(CN3CCOCC3)cc(=O)oc2c1C | 0.2 | 2 | 0.2 | 2.3 | -2 | -0.9 | -1.1 | -1 | 0.7 | -4 | -1.7
N#CC1=C(N)N(c2ccccc2)C(c2cccc([N+](=O)[O-])c2)C1(C#N)C#N (stereo not given) | -0.7 | -14 | -0.7 | 5.3 | 1 | -3.4 | -3.4 | 13 | -0.2 | 0 | -1.2
Cc1cc(C)cc(-c2nnc(SCC(=O)NCC3CCCO3)o2)c1 (stereo not given) | 0.6 | 0 | -2.4 | 1.1 | -4 | -1.5 | -1.5 | 4 | -0.3 | -3 | -1.2
Cc1cccc(C(=O)Nc2nnc(S(=O)(=O)N(C)Cc3ccco3)s2)c1 | 0.1 | -4 | 0.7 | 1.3 | -4 | 0.2 | -0.3 | -7 | 0.0 | -7 | -0.3
CCCCCNC(=O)C(c1cc2ccccc2o1)n1c(=O)c(-c2ccco2)nc2ccccc21 (stereo not given) | 1.9 | -8 | -0.6 | / | 3 | 10.0 | 4.9 | -61 | / | -18 | 0.5
C=CC[n+]1c(C)csc1Nc1cccc(Br)c1 | -0.7 | 6 | 0.2 | 2.1 | -2 | 0.8 | -0.5 | 1 | 0.8 | -1 | -1.5
CC(=O)Nc1ccc(NC(=S)NC(=O)C2CC2)cc1 | 2.4 | -1 | -1.2 | 2.6 | -1 | 1.1 | 1.8 | -10 | 0.5 | -8 | -0.2
Cc1ccc(NC(=O)Cn2cc(C(=O)C3CC3)c3ccccc32)c(C)c1 | 0.3 | -11 | 0.6 | -2.8 | 2 | 0.9 | -1.0 | 14 | -1.5 | -1 | -0.3
Cc1cc(N/N=C/c2ccccc2O)nc(N2CCOCC2)n1 | -0.2 | 10 | -4.5 | 0.4 | -3 | 3.5 | -1.8 | -1 | -1.5 | -1 | -0.8
CCOC(=O)C1=C(C)N(C)C(=O)NC1c1ccc2c(c1)OCO2 (stereo not given) | -0.5 | 0 | -0.4 | -1.4 | -3 | -2.3 | -0.4 | 13 | 0.4 | -3 | -0.8
CCc1ccc(-c2nnn(CCC#N)n2)cc1 | 0.1 | 1 | -0.6 | 3.3 | 0 | 9.6 | -1.4 | -6 | 1.6 | 0 | -1.2
O=C(CN1C(=O)NC2(CCOc3ccccc32)C1=O)Nc1cccc(Cl)c1 (stereo not given) | 0.7 | -1 | -1.2 | 2.9 | 0 | -1.2 | 0.4 | 9 | 0.0 | 6 | -0.2
CCOC(=O)C1CCN(C(=O)c2cc(CN3C(=O)c4ccccc4C3=O)ccc2OCC)CC1 | -1.1 | -2 | -2.7 | 0.1 | 4 | -2.6 | -0.7 | 4 | -1.6 | -1 | -1.1
Cc1ccc(C(=O)Nc2ccccc2C(=O)NCc2cccnc2)cc1 | -1.7 | -3 | -1.1 | 0.7 | 0 | 2.8 | -2.3 | 5 | 1.2 | 0 | -0.2
Cc1cc(C)cc(NC(=O)N2CCC(c3nc4ccc(Cl)cc4[nH]3)CC2)c1 | -0.9 | -4 | / | / | 1 | -0.3 | -1.4 | 7 | / | 2 | -1.4
Cc1ccc(S(=O)(=O)Nc2ccc(Nc3ccccc3)cc2)cc1 | 0.0 | 2 | 0.2 | 0.7 | -2 | 0.3 | -2.7 | 8 | -1.1 | 7 | -1.1
Cc1ccccc1OCCCCn1cnc2ccccc21 | -2.4 | 1 | -2.5 | 0.3 | -6 | -5.2 | -3.0 | 11 | -4.5 | 2 | -2.1
O=C(Cc1ccccc1)N1CCc2[nH]nc(-c3ccccc3)c2C1 | -0.1 | -2 | 0.0 | 0.1 | 0 | 0.2 | -2.4 | 3 | 0.2 | 2 | -1.0
COc1ccccc1C(CC(=O)Nc1ccc(Cl)cc1)c1ccc(OC(C)C)cc1 (stereo not given) | 0.0 | 2 | -0.9 | -0.6 | -1 | 0.1 | -1.4 | -3 | 0.0 | -2 | -1.1
C=CCC1CCCCC1=C(C#N)c1ccccc1 (stereo not given) | 0.5 | -3 | 1.8 | 0.2 | 1 | 3.7 | 1.5 | -16 | 0.3 | -4 | -0.9
COc1cccc(CNC(=O)CCNC(=O)N2CC(=O)Nc3ccccc32)c1 | 0.9 | 3 | 0.0 | -0.5 | -4 | 6.4 | 0.6 | 1 | 3.3 | 0 | -1.1
O=C(NCC(=O)N(c1ccc2c(c1)OCO2)C(C(=O)NC1CCCC1)c1cccs1)c1ccco1 (stereo not given) | 0.0 | -4 | -1.3 | 1.8 | 0 | 0.7 | -0.6 | -3 | -0.6 | 1 | -1.4
O=C(Nc1cccc2c1CCCC2)c1ccccc1F | 0.0 | 0 | 0.2 | -0.1 | -1 | 0.7 | 1.3 | -6 | -1.2 | -6 | -0.6
c1ccc(N2CCN(c3nc4cc5c(cc4s3)OCO5)CC2)cc1 | 0.4 | 1 | 1.6 | 2.1 | 1 | 6.3 | 0.3 | 3 | 0.2 | -3 | -0.5
CC(=O)NC1=NN(C(C)=O)C(c2ccccc2)S1 (stereo not given) | 0.0 | 1 | -2.0 | 2.4 | 5 | -1.9 | -0.7 | 11 | 2.0 | 0 | -1.0
COc1ccc(CCNC(=O)C2CCN(C(=O)c3ccccc3C)CC2)cc1 | -0.1 | 3 | -1.2 | 0.0 | 3 | -0.2 | -1.5 | 6 | -0.1 | 0 | -0.6
COc1ccc(OC)c(NC(=O)c2ccc(S(=O)(=O)N3CCOCC3)cc2)c1 | -0.2 | -2 | -2.5 | 3.2 | 0 | -1.0 | -1.3 | 3 | 0.0 | 0 | -1.1
COC(=O)C(C#N)C(c1cccnc1)c1c(C)[nH][nH]c1=O (stereo not given) | -0.5 | 1 | 0.3 | -1.1 | 0 | 0.1 | -2.6 | -4 | -0.1 | -3 | -0.9
O=C(/C=C/c1ccc(F)cc1)c1ccc(N2CCOCC2)cc1 | 0.8 | -4 | -0.5 | 2.2 | 5 | 3.1 | 0.0 | 3 | 0.4 | -3 | -1.6
CC(C)(C)NC(=O)c1cc(C(C)(C)C)c(O)c(C(C)(C)C)c1 | 0.0 | 2 | -2.3 | 1.8 | -4 | 0.6 | 0.3 | -3 | -0.3 | -1 | -0.5
COc1ccc(N=c2sc3ccccc3n2C)cc1 | 4.5* | 0 | 0.0 | 5.4 | 7 | 11* | 6.1* | 1 | 5.6* | -1 | 0.3
O=C(OCc1ccccc1)C1=NNC2C(=O)N(c3ccccc3)C(=O)C12 (stereo not given) | -0.2 | 3 | -0.8 | 0.6 | -6 | -4.4 | 2.0 | -3 | -1.7 | -1 | -1.0
Cc1ccc(NC(=O)CSCc2ccco2)cc1 | -0.5 | 1 | 0.6 | 3.1 | 7 | 17* | 8.0* | 0 | 0.7 | -3 | 1.3*
O=C(NCc1cccnc1)Nc1ccc(Cl)cc1 | 1.4 | 0 | 2.0 | 3.8 | 0 | -1.2 | -1.2 | -3 | 0.4 | -5 | -0.7
COc1ccc(/C=C/C(=O)OCC(=O)NC(C)CCc2ccccc2)cc1OC (stereo not given) | 0.3 | -1 | -0.2 | 0.5 | 1 | 1.0 | -0.8 | -120 | -0.3 | -35 | -1.1
O=C(N/C(=C\c1cccs1)C(=O)N1CCOCC1)c1cccs1 | -0.2 | 0 | -1.2 | 1.8 | -2 | -1.8 | -1.4 | -2 | 1.3 | -3 | -1.2
Cc1ncc(CO)c(/C=N/N=C/c2ccccc2O)c1O | 0.7 | 7 | -2.7 | 6.1 | -2 | -0.8 | 2.5 | -168 | -0.5 | -54 | -0.5
CCOc1ccccc1Nc1cc(C)nc2ccccc12 | -1.7 | -1 | -0.6 | 0.6 | -2 | -0.5 | -3.0 | -4 | -1.0 | -2 | -1.7
O=C(NCCc1ccccc1)C1c2ccccc2C(=O)N1C1CC1 (stereo not given) | -0.4 | 0 | -0.6 | 0.8 | -3 | 1.2 | 4.5 | -2 | 0.3 | -2 | 0.1
CCN1C(=O)CC(N2CCC(c3nc4ccccc4[nH]3)CC2)C1=O (stereo not given) | -0.3 | -1 | 0.9 | 0.6 | 0 | -1.2 | -1.2 | 0 | 0.1 | 3 | -0.9
CCOc1ccccc1OC(=O)CN1C(=O)c2ccccc2C1=O | -0.4 | 3 | 0.5 | 0.6 | 0 | -0.1 | 0.6 | 4 | 0.1 | 1 | -1.0
CC(=O)Nc1ccc(C(=O)COC(=O)c2cc(C)oc2C)c(F)c1 | 1.4 | -3 | -4.3 | -1.2 | 0 | 1.2 | -2.2 | -16 | -0.4 | 1 | -1.4
COc1ccc(C(=O)N2CCOC2CNC(=O)C(=O)NCc2ccco2)cc1 (stereo not given) | 0.6 | 2 | -1.6 | -1.1 | -2 | 1.6 | -0.5 | 9 | 1.2 | -4 | -0.3
COc1cc2ncnc(NCc3ccc(F)cc3)c2cc1OC | -0.2 | 8 | 0.9 | -0.7 | -5 | -0.2 | -3.6 | -2 | 0.1 | -6 | -1.6
Cc1ccc([C@@H]2[C@@H]3C(=O)N(c4ccccc4)C(=O)[C@@H]3[C@]3(C)C(=O)N(Cc4ccccc4)CC(=O)N23)o1 | 0.3 | -4 | -0.2 | 1.3 | 1 | 1.3 | -1.6 | -6 | 1.2 | -4 | -0.9
O=C(CCc1ccccc1)OCC(=O)c1ccc([N+](=O)[O-])cc1 | 0.6 | 0 | -2.4 | 0.4 | -1 | 1.2 | -1.2 | 2 | 0.1 | -1 | -0.7
COc1ccc(C(CNC(=O)C(Cc2ccccc2)NC(N)=O)N(C)C)cc1 (stereo not given) | 0.0 | -4 | -2.4 | 2.0 | 1 | 2.2 | -2.1 | 7 | 0.8 | -1 | -1.1
COC(=O)Nc1ccc(S(=O)(=O)N2CCC(C(=O)N3CCC(C)CC3)CC2)cc1 | -0.1 | 0 | 1.0 | 1.6 | -4 | -1.2 | 1.4 | 11 | -0.5 | 5 | -0.4

Results in DAX1 inh-2, for two of the compounds above:
mol	DAX1 inh-2
O=C(CCc1ccccc1)OCC(=O)c1ccc([N+](=O)[O-])cc1	0.6
COc1ccc(C(CNC(=O)C(Cc2ccccc2)NC(N)=O)N(C)C)cc1 (stereo not given)	0.0
